# Source: PubChem
# CHX counter = counter-screen for Shiga toxin inhibitors: cycloheximide protein synthesis inhibition. cell reporter, cycloheximide protein synthesis inhibition counterscreen. max response, %. 12% of 300,000 active. AID 2314; in the data active means max response mostly above about 13%, no sharp cut-off; inactive means mostly below about 14%; further: read at 38.3 µM for the half of the compounds with a filed dose; 0% is about no effect
# AmpC no deterg = AmpC beta-lactamase inhibition without detergent | 0.52% of 330,000 active | P00811 | AmpC nitrocefin hydrolysis, absorbance 480 nm, 0.0001% Triton | Potency, µM (series often up to 57.1 µM), for the others: top-dose activity change, negative = inhibition, usual class: inhibitors | AID 485341;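 further: potency means the concentration at half of the fitted maximal effect; plate controls were no compound for no effect and no enzyme for full effect; nearly all actives have a fitted effect of over 20% in size; some results filed as inactive show a strong effect at the top dose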
# Target sequence (P00811 whole entry, looked up): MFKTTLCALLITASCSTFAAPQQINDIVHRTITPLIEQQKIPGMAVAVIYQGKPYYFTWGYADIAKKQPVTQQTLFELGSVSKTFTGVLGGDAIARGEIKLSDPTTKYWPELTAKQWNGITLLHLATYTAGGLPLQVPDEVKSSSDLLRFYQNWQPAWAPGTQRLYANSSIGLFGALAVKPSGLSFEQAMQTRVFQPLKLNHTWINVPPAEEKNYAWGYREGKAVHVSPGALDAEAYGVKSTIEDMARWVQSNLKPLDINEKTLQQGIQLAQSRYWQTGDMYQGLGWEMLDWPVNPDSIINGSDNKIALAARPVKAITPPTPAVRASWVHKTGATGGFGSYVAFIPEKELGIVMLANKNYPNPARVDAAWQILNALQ
#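 20 mM phosphate pH 7.0 + 0.01% (detergent screen) or 0.0001% Triton X-100; 5.3 nM AmpC reagent; cpd preinc 15 min RT; nitrocefin (800 uM stock) to start; A480 q20 s × 4 min; Activity was normalised to no-enzyme and no-compound control wells.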
# LmPK inh = inhibitors of Leishmania mexicana pyruvate kinase. Q27686. purified LmPK, Kinase-Glo ATP luminescence, 1 h. Potency, µM (highest dose often 57.5 µM), for the others: top-dose activity change, negative = inhibition, usual class: inhibitors. 0.37% of 290,000 active. AID 1721; further: potency means the concentration at half of the fitted maximal effect; on the % scale 0 is the no-effect control and ±100 the full control effect
# Target sequence (Q27686 whole entry, looked up): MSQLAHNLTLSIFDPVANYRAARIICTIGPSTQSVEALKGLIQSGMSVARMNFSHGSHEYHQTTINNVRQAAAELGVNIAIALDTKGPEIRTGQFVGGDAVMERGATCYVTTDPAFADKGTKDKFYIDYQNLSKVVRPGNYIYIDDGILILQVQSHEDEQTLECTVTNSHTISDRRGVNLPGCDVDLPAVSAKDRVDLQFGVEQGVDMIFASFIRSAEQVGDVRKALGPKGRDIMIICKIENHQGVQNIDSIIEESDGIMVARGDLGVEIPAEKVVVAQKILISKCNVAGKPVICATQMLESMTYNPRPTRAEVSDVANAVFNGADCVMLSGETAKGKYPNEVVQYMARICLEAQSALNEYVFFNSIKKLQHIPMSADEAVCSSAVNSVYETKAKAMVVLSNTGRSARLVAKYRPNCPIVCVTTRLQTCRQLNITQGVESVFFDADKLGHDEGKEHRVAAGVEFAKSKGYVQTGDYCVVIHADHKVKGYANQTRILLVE
#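 Kinase-Glo luminescence read after 1 h RT reaction of 0.1 nM LmPK with 0.5 mM PEP and 0.1 mM ADP. Activity scaled between uninhibited and enzyme-free controls.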
# Pf growth 96h = P. falciparum growth inhibition at 96 hours. Potency, µM (highest dose often 28.7 µM), for inactives: top-dose activity change, negative = inhibition, most hits filed as inhibitors. 6.9% of 320,000 active. P. falciparum luciferase reporter growth, 96 h. AID 504834; further: potency means the concentration at half of the fitted maximal effect; on the % scale 0 is the no-effect control and ±100 the full control effect
#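 Delayed-death screen, second-generation endpoint: infected erythrocytes, 2% hematocrit, 0.05% parasitemia final; 96 hours at 37 C, 5% CO2; luciferase detection reagent; luminescence decrease equals reduced growth.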
# Shiga inhibitor = inhibitors of Shiga toxin in Vero cells | Vero cells, Shiga toxin protein synthesis inhibition reporter | inhibition, % at 38.7 µM | 9.2% of 290,000 active; in the data active means inhibition mostly above about 28%, no sharp cut-off; inactive means mostly below about 43%; further: 0% is about no effect
# Tb PYK inh = blocks Trypanosoma brucei pyruvate kinase; TbPYK enzyme, Kinase-Glo Plus ATP luminescence, 45 min; Potency, µM (top dose mostly 76.8 µM), inactives show top-dose activity, negative = inhibition, actives largely listed as inhibitors; 0.12% of 410,000 active; further: potency means the concentration at half of the fitted maximal effect; on the % scale 0 is the no-effect control and ±100 the full control effect; nearly all actives have a fitted effect of over 50% in size
#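 Assay buffer: 50 mM TEA pH 7.2, 100 mM KCl, 10 mM MgCl2, 0.05% BSA, 0.01% Tween-20. Pyruvate kinase from T. brucei plus substrate met compound, then ADP (130 uM final). Luminescence was read post 45 min RT.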
# Pf growth 48h = inhibits P. falciparum growth in the first generation, 48 h. P. falciparum luciferase growth in erythrocytes, 48 h. Potency, µM (highest dose often 28.7 µM), inactives show at the highest dose activity change, negative = inhibition, hits mostly inhibitors. 5.9% of 310,000 active. AID 504832; further: potency means the concentration at half of the fitted maximal effect; on the % scale 0 is the no-effect control and ±100 the full control effect
#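 Luminescence readout; reporter = integrated firefly luciferase in P. falciparum. RBC culture at 2% hematocrit, 0.1% parasitemia final, 37 C/5% CO2; decreased signal taken as growth inhibition.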
# * hit, by the source's call; ? = inconclusive; nt = not tested or not shown; + = active, no number; & = joins results of further samples; [ ] = another dose, or the depositor's remark. Unless noted, the call rests on the fitted dose curve; in most records, active means well fitted curve in the direction sought with a large enough effect; inconclusive means small, poorly fitted or top-dose-only effect, or another doubt; inactive means no such curve, though single readings can be large; an effect the other way counts as inactive or inconclusive.
# Preview:
SMILES,CHX counter,AmpC no deterg,LmPK inh,Pf growth 96h,Shiga inhibitor,Tb PYK inh,Pf growth 48h
COc1ccc(N2CCN(CC(O)COc3ccc(C)c(C)c3)CC2)cc1 (stereo not given),-4,69%[activator],-1%,15%,-6,5%&-18%,-11%[0.00184 µM]
O=C1COc2ccc(-c3csc(=Nc4ccc(OC(F)F)cc4)n3CC3CCCO3)cc2N1 (stereo not given),-4,6%,1%,?,-18,5%,?
O=C(c1cccc([N+](=O)[O-])c1)N1CCc2ccccc21,0,-13%,-5%,24%,11,6%,-1%
Cc1[nH]c2ccccc2c1/C=N/NC(=O)CCC(=O)Nc1ccccc1,-1,-43%,7%,47%[activator],11,4%,22%

# Results, previewed entries included:
SMILES,CHX counter,AmpC no deterg,LmPK inh,Pf growth 96h,Shiga inhibitor,Tb PYK inh,Pf growth 48h
COc1ccc(N2CCN(CC(O)COc3ccc(C)c(C)c3)CC2)cc1 (stereo not given),-4,69%[activator],-1%,15%,-6,5%&-18%,-11%[0.00184 µM]
O=C1COc2ccc(-c3csc(=Nc4ccc(OC(F)F)cc4)n3CC3CCCO3)cc2N1 (stereo not given),-4,6%,1%,?,-18,5%,?
O=C(c1cccc([N+](=O)[O-])c1)N1CCc2ccccc21,0,-13%,-5%,24%,11,6%,-1%
Cc1[nH]c2ccccc2c1/C=N/NC(=O)CCC(=O)Nc1ccccc1,-1,-43%,7%,47%[activator],11,4%,22%
Cc1ccn2c(/C=N/OCc3ccc(F)cc3)c(-c3ccc(Cl)cc3)nc2c1,-4,-20%,-1%,?,-15,2%,?
COc1cccc(NC(=S)N(Cc2ccc(Cl)cc2)Cc2ccc(C(=O)O)cc2)c1,-11,-20%,9%,-21%,-10,-9%,15%
CN(CC(=O)Nc1ccc(F)c(F)c1F)C(=O)c1ccc(=O)[nH]c1,38*,14%,-24%,191%[activator],50*,3%,194%[activator]
Cn1nc(C(=O)OCC(=O)NC2CCS(=O)(=O)C2)c2ccccc2c1=O (stereo not given),2,-1%,1%,3%,18,-7%,35%[activator]
Cc1cc(C)cc(N(CC(=O)NC2CCCC2)S(=O)(=O)c2c(C)[nH]c(=O)[nH]c2=O)c1,-2,-17%,0%,1%,-9,1%,-12%
O=C(/C=C/c1ccccc1Cl)Nc1ccc(S(=O)(=O)Nc2ncccn2)cc1,-4,-38%,4%,6%,-7,0%,-5%
c1ccc(-c2csc3ncnc(NCc4ccccn4)c23)cc1,-3,4%,1%,?,-6,1%,?
COc1cccc(CN2C(=O)CCC2(C)C(=O)NCCc2ccc(OC)c(OC)c2)c1 (stereo not given),6,13%,0%,-72%,-2,0%,15%
O=C(Nc1ccccc1Cl)N1CCN(Cc2ccc3c(c2)OCO3)CC1,-2,-13%,1%,?,2,1%,-4%
COc1ccc(C(=O)C2CCCN(C(=O)CCNC(C)=O)C2)cc1OC (stereo not given),9,1%,-1%,?,15,-4%,-2%
CN(C)C=Nc1nonc1-c1ccccc1,-3,-21%,1%,27%,-11,2%,?
Cc1ccc(S(=O)(=O)N2CCOCC2)cc1C(=O)NCc1cccnc1,-2,-17%,4%,nt,11,-1%,12%
CCCNS(=O)(=O)c1cccc(C(=O)NNC(=O)c2cc(C)oc2C)c1,nt,-20%,nt,8%,nt,4%,-10%
CN1CCN(CCC(=O)N/N=C/C=C2\N(C)c3ccccc3C2(C)C)CC1,-4,-9%,-2%,?,6,5%,6%
CCOC(=O)Cn1c(O)c(N=NC(=O)OC)c2ccccc21,-3,-8%,2%,38%[activator],-7,-4%,60%[activator]
Cc1ccsc1C(=O)N(C)CC(=O)N(CC(C)C)c1c(N)n(CC(C)C)c(=O)[nH]c1=O,nt,-22%,nt,5%,nt,-6%,-15%
CC(C)[N+](C)(C)CC(O)COc1cccc2ccccc12 (stereo not given),nt,nt,nt,24%,nt,4%,6µM*
NS(=O)(=O)c1ccc(CCNC(=O)CCC(=O)c2cccs2)cc1,nt,-19%,nt,?,nt,-3%,-8%
Cc1ccc(OCC(=O)Nc2ccc(C)c(S(=O)(=O)N3CCCCC3)c2)c([N+](=O)[O-])n1,7,34%,3%,-29%,6,1%,-25%
O=C(Oc1ccccc1)c1ccc2c(c1)C(=O)N(Cc1ccncc1)C2=O,2,21%,3%,15%,-3,2%,0%
CCOc1cccc(C(=O)NC2CCCCC2)c1,30*,-9%,0%,12%,101*,8%,83%[activator]
CCCCN(CC)CCNC(=O)c1cc2cc3ccc(Cl)cc3nc2o1,-5,68%[activator],2%,?,-9,-9%,1%[0.00184 µM]
CCOC(=O)Cc1csc(SCC(=O)NC2CCS(=O)(=O)C2)n1 (stereo not given),nt,-17%,nt,12%,nt,-7%,?
CC(C)NC(=O)c1cnn2c1NC(c1cccs1)CC2C(F)(F)F (stereo not given),-2,-2%,0%,-7%,-2,0%,-2%
COc1ccc(S(=O)(=O)N2CCC3(CC2)CC(=O)c2ccccc2O3)cc1OC,nt,0%,nt,-10%,nt,5%,17%
CCOC(=O)c1cc(NC(=O)CN2CCCC2)cc(C(=O)OCC)c1,-1,7%,10%,27%,21,0%,-15%
Cc1ccsc1S(=O)(=O)N1CCC(CO)(CC2CCCCO2)CC1 (stereo not given),1,29%,0%,3%[5.75 µM],1,-3%,12%
CCCCC1=CC2=CC(=O)C(C)(OC(=O)CC)C(=O)C2=CN1CCc1ccc(Br)cc1 (stereo not given),-4,71%[activator],-3%[11.5 µM],?,-2,3%,9.3µM*
NCCC(=O)N1c2ccccc2Sc2ccccc21,-3,-35%,-2%,0%,-6,-6%,1%
Cc1onc(-c2ccccc2)c1C(=O)OCC(=O)NCc1ccc(F)cc1,5,2%,-2%,-6%,-8,6%,-9%
O=S(=O)(Nc1ccccn1)c1ccc(C2CCCCC2)cc1,-3,-22%,2%,9.3µM*,-11,4%,-6%
C/C(=N\Nc1ccc2nncn2n1)c1ccccn1,-2,-6%,-10%,?,8,-8%,?
COCCCNC(=O)c1cn(C)c(=O)c2cc(OC)c(OC)cc12,-2,-13%,-2%,-17%,8,1%,7%
O=C(CSc1nnc(Cn2nnc3ccccc32)o1)Nc1ccc(Cl)cc1,1,-21%,4%,5%,-9,-4%,24%
CCC(=O)Nc1cccc(C2=NOC3(C2)C[C@@H](C(N)=O)N(C(=O)c2ccccc2C(=O)c2ccccc2)C3)c1 (stereo not given in full),-4,128%[activator],2%,?,-2,3%,?
Cc1ccc(OCCCCN2CCc3ccccc3C2)c(C)c1,-4,23%,2%,-35%,nt,-1%,-33%
COc1ccc(C2=NN(C(N)=S)C(c3ccco3)C2)cc1 (stereo not given),20*,-30%,11%,-28%,27,-7%,33%[activator]
CCC(=O)N/N=C(\C)CC(=O)Nc1cc(Cl)ccc1C,-1,-21%,1%,-16%,-4,-3%,-17%
COCCn1c(N)c(N(Cc2ccccc2)C(=O)CSCC(=O)Nc2ccc(C)cc2)c(=O)[nH]c1=O,nt,18%,nt,62%[activator],nt,-2%,4%
CC(C)CC(=O)Nc1cccc(C(=O)Nc2ccccc2C(=O)O)c1,-1,-26%,-9%,4%,-15,-11%,nt
Cc1nnc(SCC(=O)O)o1,-3,-9%,7%,?,-19,2%,10%
CCOC(=O)c1sc(N2N=C(C)C(N=Nc3cccc(C)c3)C2=O)nc1C (stereo not given),15,42%,-3%,-8%,39,-9%,?
COc1ccc2[nH]c(=O)c(CN(CC3CCCO3)C(=S)Nc3ccccc3)cc2c1 (stereo not given),-2,-4%,3%,256%[activator],-8,5%,18%
Cc1ccc(C(C)NC(=O)CSc2ccc(S(=O)(=O)N3CCOCC3)cn2)cc1C (stereo not given),nt,47%,nt,?,nt,0%,12µM*
CCOC(=O)C1=C(C)NC(=S)N(C(C)=O)C1c1ccccc1 (stereo not given),-1,-23%,8%,15%,11,-2%,-26%
CC1(C)SC(=S)N(c2ccccc2)C1/[N+]([O-])=C/c1cccc([N+](=O)[O-])c1 (stereo not given),2,-14%,1%,?,-2,2%,-22%
CCCCn1c(N)c(Sc2ccc(Cl)cc2)c(=O)[nH]c1=O,-4,-29%,-6%,?,-10,-2%,nt
CC(C)C1Cc2c(sc3[nH]c(=S)n(Cc4ccccc4)c(=O)c23)CO1 (stereo not given),0,-26%,4%,nt,-4,0%,-16%
C=CCNC(=O)CSc1nc2sc3c(c2c(=O)n1CCC)CCC3,-5,23%,-3%,?,-7,0%,-14%
CN(c1ccccc1C(=O)Nc1ccc2c(c1)OCCO2)S(C)(=O)=O,1,-9%,-4%,131%[activator],-4,11%,?
Cc1ccc(OCC(=O)Nc2ccc(F)cc2)c([N+](=O)[O-])n1,56*,-15%,-2%,315%[activator],+,-3%,348%[activator]
CCCn1cc2c(c1-c1cccc(C)c1)c(=O)n(C)c(=O)n2C,-2,-29%,5%,nt,-26,-9%,5%
COc1ccc(CC(=O)N/N=C(\C)c2ccccn2)cc1,-3,-15%,-1%,3.3µM*,-1,4%,3.3µM*
CC(C)(C)n1nc2c(c1NC(=O)c1ccccc1C(F)(F)F)CS(=O)(=O)C2,-2,-24%,-2%,29%,-19,3%,37%[activator]
O=C(NCCc1cccs1)C1CC1,-1,-12%,-5%,8%,-2,-1%,-1%
COc1c(O)ccc(/C=C(\C#N)c2nc3ccccc3[nH]2)c1[N+](=O)[O-],40*,1%,2%,4.1µM*,64*,-2%,8%
# New compounds follow.
SMILES,CHX counter,AmpC no deterg,LmPK inh,Pf growth 96h,Shiga inhibitor,Tb PYK inh,Pf growth 48h
O=C(COC(=O)CNS(=O)(=O)c1cccc(Br)c1)NC(=O)Nc1ccc2c(c1)OCCO2,35*,-19%,1%,47%[activator],63*,1%,15%
COc1ccc(Cn2c(C)nc3c(c(=O)c4ccccc4n3C)c2=O)cc1,10,-16%,-3%,?,4,-6%,?
COc1ccc(NS(=O)(=O)c2ccc(Cl)s2)cn1,-2,-28%,3%,0%,-5,-4%,2%
CC(=O)c1c(C)oc2c1cc(O)c1ccccc12,20*,1%,0%,28%,31,5%,33%[activator]
Cc1cccc(C(=O)Nc2cc(OCc3cccc(F)c3)c(Cl)cc2Cl)c1,16*,?,4%,-1%,32,6%,14%
CC1(C)Oc2ccc3ccc(=O)oc3c2/C(=C/Nc2ccc(O)cc2)C1=O,-4,-6%,3%,-14%,-2,3%,?
CCN(C(=O)CN1C(=O)NC(CCSC)C1=O)C1CCS(=O)(=O)C1 (stereo not given),nt,-7%,nt,17%,nt,-8%,4%
O=c1[nH]c(=S)[nH]c(O)c1CN1CCCCC1,-5,-11%,-1%,7%,-7,-1%,8%
CCOCC(O)CNc1ccccc1 (stereo not given),-2,-12%,-3%,?,5,-2%,37%[activator]
CCN(C(=O)COC(=O)c1cc(-c2ccccc2)nn1-c1ccccc1)C1CCS(=O)(=O)C1 (stereo not given),4,136%[activator],-3%,-15%,1,1%,8%
C[C@@]12CCC=C[C@H]1[C@H](c1ccc3ccccc3c1/C=C/c1ccccc1)N(Cc1ccccc1)C2=O,3,-30%,-1%,?,-2,6%,?

# Outcome played no part in choosing rows; overall some 22% were active at least once.
